# BLM helicase inh: inhibitors of human Bloom syndrome helicase BLM; Potency, µM (top dose mostly 56.1 µM), for inactives: at the highest dose activity change, negative = inhibition, usual class: inhibitors; recombinant BLM DNA unwinding, fluorescence dequenching; P54132; 350,000 compounds, 0.2% hits; AID 2528;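 further: plate controls were vehicle for no effect and no enzyme for full effect; nearly all actives have a fitted effect of over 35% in size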
# POLK inh: blocks human DNA polymerase kappa activity; Q9UBT6; Potency, µM (highest dose often 107 µM), for the others: at the highest dose activity, negative = inhibition, usual class: inhibitors; purified Pol kappa, fluorescent DNA synthesis assay, 10 min; AID 588579; 400,000 compounds, 0.53% hits; further: on the % scale 0 is the no-effect control and ±100 the full control effect
# Target sequence (Q9UBT6 whole entry, looked up): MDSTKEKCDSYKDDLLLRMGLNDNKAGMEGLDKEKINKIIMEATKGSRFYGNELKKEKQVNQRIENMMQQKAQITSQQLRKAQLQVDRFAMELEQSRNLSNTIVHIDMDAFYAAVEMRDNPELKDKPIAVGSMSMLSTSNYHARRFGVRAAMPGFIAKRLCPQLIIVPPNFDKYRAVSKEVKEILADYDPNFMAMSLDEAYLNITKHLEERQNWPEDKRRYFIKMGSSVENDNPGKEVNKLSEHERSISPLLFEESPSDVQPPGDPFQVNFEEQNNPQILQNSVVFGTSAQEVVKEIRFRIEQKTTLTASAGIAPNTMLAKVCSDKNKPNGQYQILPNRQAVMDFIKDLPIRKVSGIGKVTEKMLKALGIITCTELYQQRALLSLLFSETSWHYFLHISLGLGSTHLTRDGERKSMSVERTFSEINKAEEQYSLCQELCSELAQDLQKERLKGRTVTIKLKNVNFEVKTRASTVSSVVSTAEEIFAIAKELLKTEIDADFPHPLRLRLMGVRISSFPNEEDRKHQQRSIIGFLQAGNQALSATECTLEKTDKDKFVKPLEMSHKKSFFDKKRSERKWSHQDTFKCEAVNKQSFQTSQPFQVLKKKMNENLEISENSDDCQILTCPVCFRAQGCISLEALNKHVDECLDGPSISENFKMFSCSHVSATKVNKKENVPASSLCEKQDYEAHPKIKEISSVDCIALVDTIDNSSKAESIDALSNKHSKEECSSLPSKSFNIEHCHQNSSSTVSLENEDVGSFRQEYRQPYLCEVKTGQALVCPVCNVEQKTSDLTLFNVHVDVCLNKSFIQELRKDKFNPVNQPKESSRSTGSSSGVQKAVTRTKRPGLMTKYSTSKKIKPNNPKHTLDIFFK
#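 Readout: fluorescence, taken kinetically at 0 and 10 min. Conditions: 10 nM Pol kappa, 15 min RT compound preincubation, 50 nM substrate final. Controls: enzyme-free buffer wells.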
# JMJD2A Tudor inh: blocks the human JMJD2A Tudor domain | 390,000 compounds, 4.4% hits | AlphaScreen JMJD2A-Tudor / H3K4me3 peptide binding | O75164 | Potency, µM (series often up to 114 µM), for inactives: top-dose activity change, negative = inhibition, actives largely listed as inhibitors; further: on the % scale 0 is the no-effect control and ±100 the full control effect; nearly all actives have a fitted effect of over 50% in size
# APE1 inh: blocks human APE1 abasic DNA cleavage. Potency, µM (series often up to 65.8 µM), for the others: top-dose activity change, negative = inhibition, actives largely listed as inhibitors. recombinant APE1, TAMRA/BHQ-2 abasic DNA cleavage fluorescence. AID 2517. 350,000 compounds, 0.35% hits. P27695;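 further: plate controls were vehicle for no effect and reference inhibitor for full effect; nearly all actives have a fitted effect of over 55% in size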
#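 Substrate: short duplex with […] THF abasic site, 5'-TAMRA and 3'-BHQ-2, 50 nM final. APE1 at 0.75 nM, preincubated 15 min RT with compound. Fluorescence increase from first to third read measured activity.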
# POLB inh: inhibitors of human DNA polymerase beta. P06746. Pol beta primer extension/strand displacement, fluorescence kinetic. Potency, µM (highest dose often 114 µM), inactives show at the top dose activity change, negative = inhibition, hits mostly inhibitors. 340,000 compounds, 1.3% hits. AID 485314; further: on the % scale 0 is the no-effect control and ±100 the full control effect
#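 Enzyme-only controls used 10 nM Pol beta; buffer lacking enzyme served as negative control. Compound preincubated 15 min, then 50 nM substrate added; 0 and 10 min reads at room temperature.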
# G9a block: G9a (human) methyltransferase inhibition; 350,000 compounds, 8.8% hits; Potency, µM (top dose mostly 102 µM), for the others: top-dose activity, negative = inhibition, most hits filed as inhibitors; Q96KQ7; G9a H3K9 monomethylation, AlphaScreen, 2 h; further: on the % scale 0 is the no-effect control and ±100 the full control effect; nearly all actives have a fitted effect of over 75% in size
#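 Chemiluminescent proximity detection of H3K9 monomethylation, read after 10 min bead incubation in the dark. Reaction: 20 nM G9a, 500 nM biotin-H3K9 peptide, 20 uM SAM cofactor, 2 h, room temperature, following 15 min enzyme-compound preincubation.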
# BAZ2B block: blocks human BAZ2B; Potency, µM (titrated, usually from 114 µM), without a hit: top-dose activity change, negative = inhibition, actives largely listed as inhibitors; 360,000 compounds, 4.4% hits; AlphaScreen BAZ2B-H3K14Ac peptide displacement; AID 504333; further: on the % scale 0 is the no-effect control and ±100 the full control effect; nearly all actives have a fitted effect of over 60% in size
#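 Protein-peptide AlphaScreen: BAZ2B 50 nM, b-H3K14Ac 50 nM, 1x PBS pH 7.4 + 0.01% Tween-20. Preincubation 30 min RT; cpd 30 min RT (top 110 uM); beads 20 min RT, light-protected.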
# Pol iota inh: inhibitors of human DNA polymerase iota; Pol iota fluorescent replication assay, 10 min; 390,000 compounds, 1% hits; Potency, µM (highest dose often 115 µM), inactives show top-dose activity, negative = inhibition, hits mostly inhibitors; Q9UNA4; AID 588590
#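 Pol iota at 10 nM preincubated 15 min with compounds at room temperature; reaction started with fluorescent substrate, 50 nM final. Fluorescence read kinetically at 0 and 10 min; buffer-only wells as negative control.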
# Pol eta inh: inhibitors of human DNA polymerase eta; Potency, µM (top dose mostly 114 µM), without a hit: at the top dose activity change, negative = inhibition, actives largely listed as inhibitors; Q9Y253; recombinant Pol eta, fluorescent DNA replication assay; 390,000 compounds, 1.2% hits; AID 588591; further: on the % scale 0 is the no-effect control and ±100 the full control effect
#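 Pol eta at 10 nM preincubated with compounds 15 min at room temperature; reaction started with fluorescent substrate (50 nM final) and read kinetically at 0 and 10 min.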
# Starred values were filed as active, the others as inactive; u = inconclusive; x = not tested or not shown; & = joins results of further samples; [ ] = another dose, or the depositor's remark. The call rests on the fitted dose curve; in most records, active means well fitted curve in the direction sought with a large enough effect; inconclusive means small, poorly fitted or top-dose-only effect, or another doubt; inactive means no such curve, though single readings can be large; an effect the other way counts as inactive or inconclusive. Potency means the concentration at half of the fitted maximal effect. This is a subset, so the mix of outcomes need not match the whole.
# Under each structure – BAZ2B block	G9a block	BLM helicase inh	POLK inh	APE1 inh	POLB inh	JMJD2A Tudor inh	Pol eta inh	Pol iota inh
- COc1ccc(OC)c(C2C(C(N)=O)=C(C)Nc3nc(-c4cccc(Cl)c4)nn32)c1 (stereo not given)
  -3.4%	u	-13.7%&-5.3%	-16.3%&0.0%	-8.4%	0.9%	-24.3%	4.4%&-19.9%	10.3%&56.3%
- Cc1ccc2nc(NC(=O)c3ccco3)sc2c1
  10.5%	-16.8%	-0.5%	-1.7%	-3.9%	12.4%	1.5%	-9.9%	-2.5%
- CO/C([O-])=N/c1c[n+](-c2ccc(Cl)cc2)no1
  3.1%	u	-0.3%	-6.6%	u	0.8%	-12.1%	5.1%	16.8%
- O=[N+]([O-])c1ccc(Cl)cc1P(=O)(O)c1cc(Cl)ccc1[N+](=O)[O-]
  x	x	x	-21.4%	x	x	-19.4%	u	17.4%
- O=Cc1ccc(OC(=O)CCCCC(=O)Oc2ccc(C=O)cc2)cc1
  -4.6%	-25.2%[2.33 µM]	-3.2%	-3.8%	-7.9%	2.2%	6.7%	-8.0%	u
- CCOc1cc(N2CCOCC2)c(OCC)cc1NC(=O)COc1cccc(CC)c1
  u	u	x	-4.2%	19.7%	x	u	-27.4%	1.8%
- COc1ccc(NC(=O)CCNC(=O)Cn2cnc3ccccc3c2=O)cc1OC
  -10.6%	9.5%	-10.7%	-11.8%	10.0%	33.7%	-8.4%	-9.8%	38.0%[activator]
- CC1CCCN(C(=O)Cn2c(=O)oc3ccccc32)C1 (stereo not given)
  x	23.7%[59 µM]	-0.6%	-6.2%	18.1%	39.8%	-2.3%[57.1 µM]	-3.0%	0.8%
- COc1ccc(-n2nnnc2SCC(=O)NC2CCCC2)cc1OC
  6.1%	-5.8%	-1.3%	-6.6%	54.8%	-15.6%	-3.4%	-7.0%	33.3%[activator]
- CCOc1ccccc1NC(=S)N1CCN(c2ccc(OC)cc2)CC1
  u	u	-3.3%	-0.3%	12.1%	44.2%	u	-1.8%	-13.9%
- CCc1c(C)sc(NC(=O)CN2CCN(C(=O)c3ccco3)CC2)c1C(=O)OC
  u	79.4µM*	-11.2%	-2.8%	4.0%	-7.5%	u	-31.2%	0.2%
- COc1cc(C(=O)NNC(=O)/C=C/c2ccco2)cc(OC)c1OC
  x	x	x	-25.2%	0.1%	x	-20.5%	u	u
- O=C(CSc1nnc(-c2cnccn2)n1Cc1ccco1)c1ccc(Cl)cc1
  -31.9%	u	-7.7%	-8.1%	-4.8%	-0.2%	-27.6%	-4.1%	u
- CCc1ccccc1NC(=O)c1cc(S(=O)(=O)N2CCCc3ccccc32)ccc1F
  12.9%	19.8%[59 µM]	-7.9%	-8.4%[60.1 µM]	x	25.7%	-4.9%	-8.6%	0.2%
- CCCc1nc2c(C)ccc(C)c2c(N)c1CC
  -28.3%	u	5.6%	-5.0%	0.3%	u	2.82µM*	-18.1%	40.3%[activator]
- Cc1ccccc1C(=O)c1cccn1CC(=O)NCc1ccc(F)cc1
  -4.4%	2.9%	-1.8%	5.6%	9.5%	22.6%	-6.9%	-14.6%	26.6%
- CC(=O)Nc1c(Cl)c(Cl)c2c(c1Cl)Cc1cc(Cl)ccc1-2
  x	x	x	0.1%	x	x	-0.7%	-20.5%	17.8%
- COc1ccc(CC(=O)Nc2ccccc2Oc2ccccc2)cc1
  16.6%	121.0%[activator]	-8.7%	x	3.2%	-21.1%	x	x	x
- N#CCC(=O)N1CCN(Cc2ccc3c(c2)OCO3)CC1
  x	x	x	-10.0%	x	x	0.3%	-0.5%	18.7%
- CCOc1ccccc1-c1cc(C(=O)N2CCOCC2)c2ccccc2n1
  -2.0%	45.7%	-7.1%	-1.1%	-18.8%	1.2%	-10.9%	-3.9%	17.7%

# Single values from above.
# Under JMJD2A Tudor inh, N#CCC(=O)N1CCN(Cc2ccc3c(c2)OCO3)CC1 reads 0.3%
# Under G9a block, CCc1c(C)sc(NC(=O)CN2CCN(C(=O)c3ccco3)CC2)c1C(=O)OC reads 79.4µM*

# (more compounds)
# Under each structure – BAZ2B block	G9a block	BLM helicase inh	POLK inh	APE1 inh	POLB inh	JMJD2A Tudor inh	Pol eta inh	Pol iota inh
- COc1ccc(C)cc1NS(=O)(=O)c1ccc(NS(=O)(=O)c2ccc(NC(C)=O)cc2)cc1
  2.0%	36.6%[59 µM]	4.4%	-12.0%	-6.6%	-6.3%	-12.8%	-6.2%	-16.7%
- CC(C)CCNCC1OCc2ccccc2CO1
  4.1%	48.7%[activator][59 µM]	-2.6%	-15.7%	-0.2%	15.2%	-3.5%	-10.0%	128.5%[activator]
- O=c1cc(N2CCOCC2)oc2c(-c3ccccc3)cccc12
  x	51.1%[activator][12.7 µM]	-11.9%	-21.1%[60.1 µM]	-5.1%&1.6%&-1.5%&-6.7%	8.0%[57.1 µM]	x	-1.8%[57.1 µM]	6.0%[58.9 µM]
- CCN(CC)CCOC(=O)c1c(C)n(C)c2ccc(OC)cc12
  -28.8%	12.0%[59 µM]	32.4%[activator]	-2.6%	2.5%	-1.0%	-1.4%	-7.7%	13.2%
- CC1CN(S(=O)(=O)c2ccccc2)CN1C(=O)N1CCOCC1 (stereo not given)
  1.8%	-8.5%	0.7%	-1.8%	2.8%	-1.8%	-17.1%	-14.9%	70.8%[activator]
- CCOC(=O)c1ccc(Nc2cc(C)nc(-c3ccccc3)n2)cc1
  15.5%	51.1%[activator]	-7.1%	-3.9%	-12.0%	28.2%	-13.0%	-15.2%	0.8%
- C=C(C)c1cccc(C(C)(C)NC(=O)Nc2ccc(C(N)=O)cc2)c1
  -24.2%	-3.7%	-1.2%	-3.3%	-0.7%	-12.7%	-14.0%	-6.9%	-13.7%
- COc1cc(NC(=O)c2c(F)cccc2F)c(Cl)cc1Cl
  -1.2%	-3.9%	-0.6%	-8.6%	5.4%	u	-14.3%[11.4 µM]	10.2%	50.9%[activator]
- CC(=O)N(NC(N)=O)C(C)CC(=O)C1C(C)C=CCC1(C)C (stereo not given)
  1.7%	x	-3.9%	1.8%	13.5%	25.2%	-3.4%	-1.0%	17.1%
- N#Cc1ccc(CN2CCC3(CC2)CCN(C(=O)c2ccco2)CC3)cc1
  x	-33.7%[12.7 µM]	1.6%	3.2%[60.1 µM]	-6.1%	x	x	x	x
- CCOC(=O)c1ccc(S(=O)(=O)n2c(CN3CCCCC3)nc3ccccc32)cc1
  -31.9%	50.1µM*	-2.1%	-23.4%	-6.9%	14.3%	-13.9%	-4.5%	6.5%
- CC1CC(C)CN(C(=O)CSC2=Nc3ccccc3C3=NC(Cc4c[nH]c5ccccc45)C(=O)N23)C1 (stereo not given)
  -1.2%	u	-2.7%	-10.7%	-0.2%	21.1%	-3.2%	-11.2%	21.6%
- COc1ccc(C(=O)NCCc2sc(-c3ccc(Cl)cc3)nc2C)c(OC)c1
  -13.0%	-0.8%[59 µM]	-7.6%	-2.4%[60.1 µM]	x	-6.1%	u	-22.3%	10.2%
- Cc1cc(C)c(OCC(O)CNC(C)(C)C)c(C)c1 (stereo not given)
  -25.4%	-21.9%	-3.8%	-3.5%[60.1 µM]	1.9%	3.8%	-18.2%	1.4%	-25.3%
- Cc1ccc(S(=O)(=O)N(C)c2ccc(OCC(=O)N3CCCC(C(F)(F)F)C3)cc2)cc1 (stereo not given)
  5.3%	11.7%	x	-4.8%	-6.3%	x	-2.8%	-16.9%	10.3%
- O=C(Nc1ccc([N+](=O)[O-])cc1)c1nc[nH]c1C(=O)NC1CCCCC1
  50.1µM*	19.8%[59 µM]	-4.4%	-6.6%	6.1%	14.3%	-21.4%	-2.2%	-2.5%
- O=C(CN1CCOCC1)Nc1c(C(=O)C2CC2)oc2ccccc12
  -12.9%	18.8%	-2.8%	-13.8%	1.3%	-3.7%	-5.9%	1.6%	-7.3%
- CC1CC=C2C(C#N)=C(N)C(C#N)(C#N)C(c3cccs3)C2C1 (stereo not given)
  2.7%	39.8µM*	-3.7%	-10.6%	-0.5%	30.6%	-16.5%	-17.1%	u
- CCn1c2ccccc2c2cc(NC(=O)c3ccc(Br)o3)ccc21
  u	11.2µM*	-11.3%	-22.2%	-7.8%	u	20µM*	-11.2%	u
- Cn1c(=O)[nH]c(=O)c2c1nc(SCCCO)n2CCCc1ccccc1
  -6.7%	u	-2.8%	7.8%	-1.4%	25.7%	-17.6%	5.4%	0.6%
- Cc1cccc(N2C(=O)N3[C@H](c4ccc(Br)cc4)[C@@H]4C(=O)N(C(C)(C)C)C(=O)[C@@H]4[C@]3(C)C2=O)c1
  7.5%[57.1 µM]	x	-11.0%	0.4%	-12.6%	-4.3%	-10.3%	-18.5%	5.5%
- COc1ccc(C2C3C=CCC(c4cccc(-c5ccc(C)cc5)c4)C3C(=O)N2Cc2ccccc2)cc1Cl (stereo not given)
  -6.6%	2.1%[59 µM]	-5.0%&-8.4%	-9.3%&-11.1%	-6.9%&2.2%	3.0%	-6.9%&-14.1%	-8.5%	-28.0%&-3.2%
- NC(=O)[C@@H]1CCCCNc2c(F)cc([N+](=O)[O-])cc2C(=O)N[C@@H](CC(=O)O)C(=O)NCC(=O)N1
  -3.6%	u	3.8%	16.2%	u	15.8%	-6.2%	-2.5%	-3.3%
- CCN(CC)C(=O)C1=C(C)NC(=S)NC1c1cn(-c2ccccc2)nc1-c1ccc(Cl)cc1 (stereo not given)
  -25.0%	-9.9%	-5.1%	-9.7%	1.4%	5.5%	-24.1%	-16.0%	24.4%
- Cn1c(=O)c2c(nc(Br)n2Cc2ccc3ccccc3c2)n(C)c1=O
  -5.0%	4.0%[59 µM]	-0.2%	-15.0%	3.2%	28.5%	-17.0%	-7.3%	-2.9%
- O=C(CN1CCN(C(=O)C2CC2)CC1)Nc1cc(C(F)(F)F)cc(C(F)(F)F)c1
  11.3%	u	x	-7.1%	-16.4%	x	-4.5%	-12.2%	13.4%
- COc1ccc(NC(=O)c2ccc3nc(C(C)C)oc3c2)cc1OC
  0.6%	-4.6%[59 µM]	-0.2%	-6.8%[60.1 µM]	x	12.8%	-1.9%	-13.0%	-0.3%
- O=S(=O)(c1cccs1)N1CCCc2cccc(O)c21
  -7.3%	u	-3.2%	-2.6%	-4.2%	4.2%	u	-1.1%	u

# Assay outcomes (PubChem BioAssay)
